Screens deposited in PubChem BioAssay by several laboratories.
UGM FP inh – blocks M. tuberculosis UGM enzyme | AID 504406 | purified UGM, fluorescence polarization probe displacement | P9WIQ1 | inhibition, % at 10 µM | hit rate 0.06% among 320,000; in the data active means inhibition above about 10%, passing the limit was not always enough; inconclusive means no clear call, values can overlap the other calls
BoNT F protease – blocks Botulinum neurotoxin F light chain protease | Multiplex microsphere protease cleavage assay, flow cytometry | inhibition, % at 10 µM | hit rate 0.22% among 360,000 | AID 588497; in the data active means inhibition above about 35%, passing the limit was not always enough; inconclusive means no clear call, values can overlap the other calls; further: plate controls were buffer without enzyme for full effect and enzyme alone for no effect
Mtb BioA inh – blocks M. tuberculosis BioA enzyme activity | inhibition, % at 9.99 µM | hit rate 0.096% among 360,000 | purified M. tuberculosis BioA enzyme, plate reader; in the data active means inhibition above about 40%; inconclusive means no clear call, values can overlap the other calls
CCHFV vOTU inh – blocks the CCHF virus ovarian tumor domain protease; CCHFV vOTU protease, Pep-AMC fluorescence; inhibition, % at 11.5 µM; hit rate 0.55% among 370,000; further: 0% = vehicle wells with enzyme and 100% = no enzyme wells
FadD28 FP inh – inhibitors of Mycobacterium tuberculosis FadD28 bisubstrate binding; FadD28 bisubstrate probe binding, fluorescence polarization; inhibition, % at 12.5 µM; hit rate 0.22% among 360,000; in the data active means inhibition above about 8.5%, passing the limit was not always enough; inconclusive means no clear call, values can overlap the other calls
Mtb FBA inh – Mtb fructose-bisphosphate aldolase inhibition; purified M. tuberculosis FBA, fluorescence read-out; inhibition, % at 1 µM; hit rate 2.3% among 360,000; in the data active means inhibition above about 27%;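 further: 0% = vehicle and 100% = reference inhibitor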
Target sequence (P9WQA3 whole entry, looked up): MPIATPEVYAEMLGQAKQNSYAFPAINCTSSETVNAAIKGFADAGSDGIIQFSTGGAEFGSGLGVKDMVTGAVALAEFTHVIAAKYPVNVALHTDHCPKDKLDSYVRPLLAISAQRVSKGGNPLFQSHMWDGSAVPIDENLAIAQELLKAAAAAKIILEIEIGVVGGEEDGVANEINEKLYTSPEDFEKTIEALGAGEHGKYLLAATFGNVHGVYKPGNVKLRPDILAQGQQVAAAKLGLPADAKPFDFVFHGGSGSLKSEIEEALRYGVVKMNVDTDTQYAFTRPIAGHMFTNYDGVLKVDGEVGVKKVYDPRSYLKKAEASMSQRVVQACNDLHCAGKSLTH
DUSP3 inh – inhibitors of human VHR1 phosphatase (DUSP3). AID 1654. recombinant VHR phosphatase, pNPP absorbance. P51452. inhibition, % at 13.3 µM. hit rate 0.52% among 290,000; in the data active means inhibition above about 50%; further: some compounds called inactive have numbers as strong as hits
Target sequence (P51452 whole entry, looked up): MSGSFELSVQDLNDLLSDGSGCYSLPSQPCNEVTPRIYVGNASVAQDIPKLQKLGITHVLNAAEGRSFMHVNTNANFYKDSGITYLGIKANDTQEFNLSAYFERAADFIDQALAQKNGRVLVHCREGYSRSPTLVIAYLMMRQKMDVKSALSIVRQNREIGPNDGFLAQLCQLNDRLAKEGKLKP
Rv3671c protease – inhibits the M. tuberculosis serine protease Rv3671c; P9WHR9; inhibition, % at 5.96 µM; hit rate 0.048% among 320,000; AID 2606; in the data active means inhibition above about 38%;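 further: extracellular domain of Rv3671c used as enzyme; 0% = enzyme with DMSO and 100% = no enzyme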
Target sequence (P9WHR9 whole entry, looked up, the tested form may be a part): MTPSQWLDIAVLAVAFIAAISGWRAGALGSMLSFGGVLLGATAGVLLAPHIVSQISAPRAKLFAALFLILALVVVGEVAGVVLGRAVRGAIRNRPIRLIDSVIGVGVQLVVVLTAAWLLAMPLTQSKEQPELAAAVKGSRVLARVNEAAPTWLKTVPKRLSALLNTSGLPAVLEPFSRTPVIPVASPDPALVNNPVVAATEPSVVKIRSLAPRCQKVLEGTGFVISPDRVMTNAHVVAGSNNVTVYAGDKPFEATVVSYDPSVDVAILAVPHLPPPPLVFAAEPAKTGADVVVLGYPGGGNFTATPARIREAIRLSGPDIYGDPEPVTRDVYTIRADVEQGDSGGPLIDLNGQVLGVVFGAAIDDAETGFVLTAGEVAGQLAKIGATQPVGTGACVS
GDH-TPI counter – inhibits GDH-TPI coupling enzymes, artifact for Mtb FBA screen; GDH-TPI coupled enzyme counterscreen, NADH absorbance; inhibition, % at 4.8 µM; hit rate 1.2% among 360,000; AID 588335;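 further: 0% = DMSO wells and 100% = wells lacking the enzyme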
MazEF act – increases E. coli MazEF RNase cleavage of RNA; P0AE70; FAM/BHQ RNA-DNA oligo cleavage fluorescence, 5 h; activation, % at 20 µM; hit rate 0.32% among 350,000; AID 504720; in the data active means activation above about 50%
Target sequence (P0AE70 whole entry, looked up): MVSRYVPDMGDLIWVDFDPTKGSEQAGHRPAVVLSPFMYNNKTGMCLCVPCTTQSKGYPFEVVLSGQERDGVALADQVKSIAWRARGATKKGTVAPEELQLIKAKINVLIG
* hit, by the source's call; ? = inconclusive; nt = not tested or not shown. Unless noted, no stated cut-off is given here; in the data, active means inhibition above about 30%; inactive means the rest.

SMILES | UGM FP inh | BoNT F protease | Mtb BioA inh | CCHFV vOTU inh | FadD28 FP inh | Mtb FBA inh | DUSP3 inh | Rv3671c protease | GDH-TPI counter | MazEF act
CC(C)C[C@H](NC(=O)c1nc[nH]c1C(=O)NCCNC(=O)OC(C)(C)C)C(=O)CNCCNC(=O)c1[nH]cnc1C(=O)N[C@@H](C)C(=O)OC(C)(C)C | 3.2 | -4 | -0.3 | 12 | -1.6 | 2 | nt | -10 | 1 | -10
COc1ccc2c(c1)Sc1ccccc1N2 | nt | -6 | nt | 10 | -0.2 | -1 | 20 | nt | -3 | 5
O=C(CCc1ccccc1)N1CCCC(Nc2ccc(F)cc2)C1 (centres undefined) | -1.9 | 3 | 7.8 | 1 | -0.7 | 1 | 6 | -2 | -3 | 7
CN(C1CCCCC1)S(=O)(=O)c1ccc(NC(=O)Cn2nc(-c3ccc(F)cc3)ccc2=O)cc1 | -0.7 | -1 | nt | 4 | -2.1 | -3 | 8 | -13 | -5 | -11
CCCCN=c1sc(C(=O)OC)cc(=O)n1CCCC | 3.3 | 2 | -0.7 | -4 | -0.7 | 6 | 28 | 1 | -7 | -4
CCOc1ccc(Cn2nnc(C(=O)NCCc3ccccc3)c2N)cc1 | -0.7 | -9 | -1.7 | 9 | -0.1 | 7 | 0 | 9 | 9 | -2
CC(C)(C)NC(=O)N1CCC(CO)(Cc2ccccc2Cl)CC1 | nt | -10 | nt | -2 | -4.5 | 0 | 22 | 4 | -5 | -1
Cc1ccccc1NC(=O)C1CCN(C(=O)N2CCOc3ccccc32)CC1 | -0.6 | 1 | 0.7 | -1 | 0.5 | 3 | 2 | 4 | 13 | 0
O=C(COC(=O)c1ccc(N2CCCC2=O)cc1)NCc1ccco1 | 0.1 | 12 | nt | -7 | -0.2 | 2 | -21 | 2 | 1 | 7
N/C(=N\OC(=O)C(c1ccccc1)c1ccccc1)c1ccccn1 | -2.5 | -3 | 0.2 | -3 | -2.2 | 0 | 4 | 2 | 2 | 3
COc1cccc2c1O[C@H]1C(=O)CC[C@H]3CN(C)CCC231 (some centres undefined) | -1.7 | 6 | -1.5 | -7 | -4.2 | 0 | nt | 1 | 1 | -1
COc1ccc(CNC(=O)[C@@H](Cc2ccccc2)NC(=O)CC[C@H]2O[C@@H](n3ccc(=O)[nH]c3=O)[C@H](O)[C@@H]2O)cc1 | nt | 1 | 0.7 | -7 | -0.4 | 0 | nt | nt | nt | nt
CCOC(=O)c1c(S(=O)(=O)Nc2cccc(-c3ccno3)c2)c(C)n(C)c1C | -3.0 | 7 | 3.2 | -6 | -0.9 | 1 | 29 | -2 | 3 | -2
Cc1ccc2[nH]c(=O)c3cc(C(=O)NCCN4CCN(C)CC4)sc3c2c1 | -1.1 | -11 | -1.3 | -56 | -2.7 | 49* | 12 | -10 | 22 | 4
Cc1c(C(=O)N(Cc2ccco2)Cc2cccs2)oc2ccccc12 | 1.0 | 7 | 1.3 | 14 | -4.8 | -3 | nt | 1 | 1 | -4
O=C(N/N=C/c1cccc(OC(=O)c2ccc([N+](=O)[O-])cc2)c1)c1cccnc1 | -0.4 | 4 | 0.2 | -1 | nt | 2 | -4 | -3 | 1 | 3
Cc1[nH]n(-c2ncc(-c3ccccc3)s2)c(=O)c1C(c1ccc(Cl)cc1)C(C#N)C#N (centres undefined) | -1.1 | -8 | nt | -5 | 8.6* | -5 | 2 | 10 | 6 | 1
Cc1ccc[n+](CC(=O)Nc2ccc(Cl)c([N+](=O)[O-])c2)c1 | 1.1 | -8 | -0.1 | 5 | -2.8 | 3 | 1 | -16 | 0 | 8
COc1cccc(N2CCN(C(=O)C3CCN(S(=O)(=O)c4ccc5c(c4)CC(C)N5C(C)=O)CC3)CC2)c1 (centres undefined) | -1.5 | -1 | -0.1 | 3 | -3.6 | -6 | 19 | -2 | -3 | 10
Cc1ccccc1-n1ccnc1SCC(=O)Nc1cccc(S(=O)(=O)NC2=NCCC2)c1 | -0.2 | 2 | -7.9 | 1 | -3.4 | -1 | nt | -1 | 5 | -1
COCCNC(=O)/C(C#N)=C/c1cc(C)n(-c2ccc(C)cc2)c1C | 0.9 | 0 | nt | 4 | 0.6 | 6 | 3 | 1 | 31* | -16
COC/C=C/C1=CC2=CC(=O)C(C)(OC(=O)c3cnc4ccccc4n3)C(=O)C2=CN1CCCOC(C)C (centres undefined) | 0.6 | -41 | 1.4 | 5 | -0.1 | -2 | 15 | -11 | 12 | 0
Cn1c(=O)c2sccc2n2c(CCCC(=O)NCc3cccnc3)nnc12 | -0.6 | 4 | 1.1 | -3 | -0.4 | 6 | -12 | 9 | 5 | 8
O=C(Nc1ccccc1-c1ccccc1)C12CC3CC(CC(C3)C1)C2 | -1.4 | -7 | 0.0 | 3 | -1.7 | -1 | 18 | 0 | -3 | -3
Cc1c(Cc2ccc3c(c2)OCO3)sc(NC(=O)c2ccc3ccccc3c2)c1C(N)=O | 2.9 | -2 | -1.7 | 8 | ? | 0 | -11 | 9 | 8 | -28
COc1ccc(COC(=O)C2CC(=O)N(Cc3ccc(C)cc3)C2)cc1 (centres undefined) | 0.8 | nt | 1.1 | nt | -2.1 | 2 | 5 | 0 | 3 | 1
CCOC(=O)CSc1ncnc2c1cnn2-c1ccc(Cl)cc1 | 1.5 | -3 | -0.3 | 1 | -0.5 | 0 | 17 | 0 | -6 | 2
COc1cc(C(=O)Nc2ccn(C)n2)ccc1OC(F)F | 2.8 | 5 | -1.2 | -17 | -2.7 | 2 | nt | 5 | 1 | 3
COc1ccc(/C(N)=N/OC(=O)CCc2ccccc2)cc1OC | 0.3 | -1 | nt | 1 | -0.9 | 2 | 28 | -6 | 9 | 0
Cc1cccc(/C=N/NC(=O)c2ccc(NC(=O)c3ccccc3Cl)cc2)n1 | -1.4 | 0 | nt | 2 | 0.5 | 0 | 7 | -5 | 0 | 1
CCc1ccc(S(=O)(=O)/N=C2\C=C(Nc3cccc(C(=O)O)c3)C(=O)c3ccccc32)cc1 | 1.7 | 7 | 2.8 | 137* | 3.2 | -6 | 35 | -183 | 10 | -11
CC(=O)OCC1=C(C(=O)O)N2C(=O)C(NC(=O)c3ccc(COc4cccc(Cl)c4Cl)o3)C2SC1 (centres undefined) | 1.3 | 5 | 8.2 | 9 | -10.0 | -1 | 17 | -7 | -3 | -2
Cc1cc(C)cc(N(CC(=O)NC2CCCC2)C(=O)C2(C)CC(=O)N=C3C=CC=CN32)c1 (centres undefined) | 0.0 | -2 | nt | -29 | -1.4 | 36* | -3 | 2 | 12 | 0
Cc1ccc(-c2csc(NC(=O)c3ccc(C)o3)n2)cc1 | 0.7 | 16 | nt | 4 | -1.7 | -1 | 39 | -9 | 10 | 11
O=c1cc(-c2ccc3c(c2)OCO3)oc2ccccc12 | 2.3 | -17 | 0.4 | -15 | -3.7 | 22 | -1 | -1 | 39* | 33
COC(=O)c1ccc(C2c3c(oc4ccccc4c3=O)C(=O)N2CCCN2CCOCC2)cc1 (centres undefined) | -3.1 | 4 | 2.4 | 0 | -0.7 | 2 | 17 | 7 | -1 | 1
Cc1ccc(S(=O)(=O)N2CCCC2CNC(=O)C(=O)Nc2ccccc2)cc1 (centres undefined) | 0.4 | nt | -1.4 | -5 | -0.3 | 9 | nt | 7 | 6 | -3
O=S(=O)(c1ccc(Br)cc1)N1CCN=C1SCc1cccc(F)c1 | 2.1 | 2 | 0.0 | -3 | -2.6 | 2 | -8 | 6 | 6 | 0
Cc1cc(C(F)(F)F)c2c(n1)sc1c(O)cc(=O)[nH]c12 | 3.4 | -6 | -0.5 | -16 | 0.1 | -1 | -23 | -10 | 16 | 4
N#Cc1cc2c(=O)n3ccccc3nc2n(-c2ccc(Cl)cc2)c1=O | -1.2 | -5 | -1.6 | -80 | -5.3 | 49* | -3 | 1 | 2 | -28
CCc1ccc(CN2CCCC(C(=O)Nc3ccccc3-c3ccc(OC)cc3)C2)o1 (centres undefined) | 3.5 | -1 | -0.5 | 4 | -2.8 | 2 | 2 | 0 | 0 | 6
O=c1[nH]c(C(Cl)(Cl)Cl)nc2ccc3ccccc3c12 | -1.4 | -7 | -1.0 | 8 | -1.6 | 1 | -4 | -2 | 4 | 9
CCOCc1nnc(NC(=O)C2c3ccccc3Oc3ccccc32)s1 | -0.6 | -1 | 0.7 | 5 | -1.7 | 0 | 19 | 4 | 5 | 2
Cc1cccc(C(=O)NC(NCCc2ccccc2)C(Cl)(Cl)Cl)c1 (centres undefined) | 4.8 | -11 | 0.1 | -4 | -1.5 | -5 | 13 | -1 | 4 | -3
CC(=O)c1cccc(NC(=S)N2CCCC2)c1 | 4.9 | 14 | -1.5 | 13 | -0.6 | 1 | -3 | 2 | 4 | 1

Structural class: the compounds so far containing a COOH group (two)
SMILES | UGM FP inh | BoNT F protease | Mtb BioA inh | CCHFV vOTU inh | FadD28 FP inh | Mtb FBA inh | DUSP3 inh | Rv3671c protease | GDH-TPI counter | MazEF act
CCc1ccc(S(=O)(=O)/N=C2\C=C(Nc3cccc(C(=O)O)c3)C(=O)c3ccccc32)cc1 | 1.7 | 7 | 2.8 | 137* | 3.2 | -6 | 35 | -183 | 10 | -11
CC(=O)OCC1=C(C(=O)O)N2C(=O)C(NC(=O)c3ccc(COc4cccc(Cl)c4Cl)o3)C2SC1 (centres undefined) | 1.3 | 5 | 8.2 | 9 | -10.0 | -1 | 17 | -7 | -3 | -2

Next part:
SMILES | UGM FP inh | BoNT F protease | Mtb BioA inh | CCHFV vOTU inh | FadD28 FP inh | Mtb FBA inh | DUSP3 inh | Rv3671c protease | GDH-TPI counter | MazEF act
NN/C(=C\[N+](=O)[O-])Nc1ccc(Cl)cc1 | 0.0 | -5 | 0.0 | -9 | -1.5 | 5 | 2 | 3 | 0 | 0
CN(C)c1cccc(C(=O)Nc2ccc(N3CCOCC3)cc2)c1 | 0.4 | -5 | -2.8 | 15 | -1.3 | 0 | 16 | 1 | 5 | -13
CCOC(=O)C1(Cc2ccccc2C)CCCN(C(=O)CN2CCCCC2=O)C1 (centres undefined) | -1.0 | -18 | -4.3 | -12 | 0.4 | 1 | 1 | -2 | 3 | 14
CC(=O)OC(C)[C@H]1CC[C@H]2[C@@H]3CC[C@H]4C[C@@H](OC(C)=O)CC[C@]4(C)C3=CC[C@]12C (some centres undefined) | -1.9 | -9 | -1.3 | 7 | -0.2 | 3 | nt | 5 | 8 | 3
COc1ccc(OCC(=O)Nc2cccc(-c3nc4ccccc4o3)c2)cc1 | -0.4 | -3 | nt | 0 | -0.9 | -1 | -42 | 0 | 18 | 3
CCC(C)Sc1ccc([C@H]2N[C@@](CC(C)C)(C(=O)OC)[C@H]3C(=O)N(CC)C(=O)[C@@H]23)cc1 (some centres undefined) | 1.3 | 11 | -0.6 | 0 | -1.5 | -1 | nt | 8 | 6 | 2
Cc1ccc(-c2nc3cc(C)c(Br)c(C)n3c2Cc2cccc(F)c2)cc1 | nt | -7 | -2.7 | 4 | -1.8 | 3 | nt | nt | nt | nt
Cc1cc(=O)oc2cc(OCC(=O)NCCc3c[nH]c4ccc(F)cc34)ccc12 | 1.8 | 1 | -0.5 | 7 | 0.1 | 0 | 10 | -6 | 16 | -11
O=C(N/C(=C/c1ccco1)C(=O)N1CCc2ccccc21)c1ccco1 | -2.1 | 0 | nt | 2 | -2.4 | -1 | 12 | 1 | 6 | 15
Cc1ccc(C)c(S(=O)(=O)Nc2ccc3[nH]c(=O)[nH]c3c2)c1 | -2.0 | 8 | nt | 6 | 1.1 | -3 | 39 | -3 | 1 | 9

Looked up by structure from the list above (three):
SMILES | UGM FP inh | BoNT F protease | Mtb BioA inh | CCHFV vOTU inh | FadD28 FP inh | Mtb FBA inh | DUSP3 inh | Rv3671c protease | GDH-TPI counter | MazEF act
NN/C(=C\[N+](=O)[O-])Nc1ccc(Cl)cc1 | 0.0 | -5 | 0.0 | -9 | -1.5 | 5 | 2 | 3 | 0 | 0
CCC(C)Sc1ccc([C@H]2N[C@@](CC(C)C)(C(=O)OC)[C@H]3C(=O)N(CC)C(=O)[C@@H]23)cc1 (some centres undefined) | 1.3 | 11 | -0.6 | 0 | -1.5 | -1 | nt | 8 | 6 | 2
COC(=O)c1ccc(C2c3c(oc4ccccc4c3=O)C(=O)N2CCCN2CCOCC2)cc1 (centres undefined) | -3.1 | 4 | 2.4 | 0 | -0.7 | 2 | 17 | 7 | -1 | 1
